E coli WT exp: growth inhibitors of E. coli BW25113 wild type; growth inhibition, % at 100 µM; 98,000 compounds, 0.15% hits; AID 710; OD600 absorbance;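 active means growth inhibition above about 50% at one test dose, limit read from the data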;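 further: growth measured after 20 h incubation at 37 °C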
CD11b adhes inh: blocks human CD11b/CD18 adhesion to fibrinogen; P05107+P11215; K562 CD11b/CD18 adhesion to fibrinogen, ATPlite luminescence; Mn2+ added to activate the integrin; inhibition, % at 10 µM; 93,000 compounds, 0.54% hits;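 active means primary inhibition of 50% or more at 10 µM, then 40% or more on retest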; further: some results filed as inactive read as strong as hits
ERa SRC1 inh: blocks coactivator binding to human estrogen receptor alpha. P03372. TR-FRET ER-alpha LBD / SRC-1 peptide, estradiol-bound. inhibition, % at 25.6 µM. 86,000 compounds, 1.7% hits. AID 629; in the data active means inhibition above about 50%;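 further: 0% = receptor plus peptide control and 100% = peptide only without receptor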
Target sequence (P03372 whole entry, looked up, the tested form may be a part): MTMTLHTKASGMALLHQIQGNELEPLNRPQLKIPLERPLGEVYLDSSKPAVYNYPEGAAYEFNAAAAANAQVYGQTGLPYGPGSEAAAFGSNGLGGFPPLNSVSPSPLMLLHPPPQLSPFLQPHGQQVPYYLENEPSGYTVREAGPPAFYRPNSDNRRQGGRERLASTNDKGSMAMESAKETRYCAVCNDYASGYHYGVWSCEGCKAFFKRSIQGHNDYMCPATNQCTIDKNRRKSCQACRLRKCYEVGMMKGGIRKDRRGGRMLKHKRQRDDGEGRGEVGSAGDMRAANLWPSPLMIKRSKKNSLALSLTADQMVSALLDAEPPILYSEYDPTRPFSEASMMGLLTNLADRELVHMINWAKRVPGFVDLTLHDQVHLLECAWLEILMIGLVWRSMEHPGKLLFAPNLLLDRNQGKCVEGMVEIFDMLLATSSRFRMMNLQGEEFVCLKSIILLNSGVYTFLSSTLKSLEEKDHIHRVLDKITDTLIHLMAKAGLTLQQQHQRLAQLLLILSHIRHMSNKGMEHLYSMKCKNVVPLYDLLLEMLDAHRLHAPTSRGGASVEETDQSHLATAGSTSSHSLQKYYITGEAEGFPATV
MT1-MMP txn act: activates MT1-MMP transcription; HT1080 MT1-MMP promoter luciferase reporter, luminescence, overnight; active compounds read high; activation factor at 10 µM; 86,000 compounds, 0.16% hits;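 active means activation factor of at least 2 for MT1-MMP transcription at 10 µM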
ERb SRC1 inh: ER-beta (human) coactivator binding inhibition. inhibition, % at 25.6 µM. TR-FRET ER-beta LBD / SRC1-Cy5 peptide binding; receptor agonist-loaded with 1 µM estradiol. 86,000 compounds, 1.3% hits;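 active means compounds whose percent inhibition of the receptor-coactivator binding signal exceeds about 50% in the single-dose screen, limit read from the data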;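 further: 0% = receptor plus peptide wells without compound and 100% = peptide-only wells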
Target sequence (Q92731 whole entry, looked up, the tested form may be a part): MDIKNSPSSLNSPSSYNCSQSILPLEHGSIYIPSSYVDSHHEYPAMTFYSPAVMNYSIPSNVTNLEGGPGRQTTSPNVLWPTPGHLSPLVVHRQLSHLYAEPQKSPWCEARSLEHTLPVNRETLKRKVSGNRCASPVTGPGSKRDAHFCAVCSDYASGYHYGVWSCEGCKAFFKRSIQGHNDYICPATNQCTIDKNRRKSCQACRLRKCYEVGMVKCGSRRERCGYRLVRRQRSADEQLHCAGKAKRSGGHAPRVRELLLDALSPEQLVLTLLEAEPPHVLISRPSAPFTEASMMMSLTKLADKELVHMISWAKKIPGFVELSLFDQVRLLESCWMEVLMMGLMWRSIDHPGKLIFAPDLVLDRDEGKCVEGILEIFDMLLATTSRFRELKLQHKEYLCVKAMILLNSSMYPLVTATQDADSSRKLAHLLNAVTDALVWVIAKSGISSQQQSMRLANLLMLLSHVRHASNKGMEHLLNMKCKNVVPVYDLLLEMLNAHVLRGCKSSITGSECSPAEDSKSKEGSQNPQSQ
Mac1 fbg enh: enhancers of human CD11b/CD18 binding to fibrinogen | K562 CD11b/CD18 adhesion to fibrinogen, ATPlite luminescence | 93,000 compounds, 0.07% hits | activation, % at 10 µM;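 active means 10 µM primary screen giving 50% or more activity, confirmed by 40% or more on retest at that dose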; further: strong numbers were not always called active; reference of the scale not given here
FAK blocker: FAK (human) kinase inhibition. 97,000 compounds, 0.84% hits. biochemical FAK kinase activity assay. inhibition, %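 (tested at 7 µM)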. AID 727. Q05397; in the data active means inhibition above about 19%;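 further: 0% = DMSO and 100% = reference compound high control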
ERa SRC1 pot: ER-alpha (human) coactivator binding potentiation | P03372 | TR-FRET ERalpha-LBD/SRC-Cy5 coactivator binding, 2 h; 100 = basal binding, no effect | coactivator binding (% of control), % at 25.6 µM | 86,000 compounds, 1.3% hits | AID 639; in the data active means activity above about 200%;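 further: binding measured in presence of low estradiol as agonist stimulus; 0% = peptide alone without receptor and 100% = receptor with peptide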
PLAP act: activates human placental alkaline phosphatase | P05187 | AID 696 | purified PLAP enzyme, luminescent substrate read-out; active compounds read high | activation fold at 20 µM | 96,000 compounds, 1.2% hits; in the data active means activation fold above about 2
Numbers without * were called inactive; x = no result given; [ ] = remark or other dose.

SMILES	E coli WT exp	CD11b adhes inh	ERa SRC1 inh	MT1-MMP txn act	ERb SRC1 inh	Mac1 fbg enh	FAK blocker	ERa SRC1 pot	PLAP act
O=C1C2CCCN2C(c2cccc(Br)c2)N1c1ccc(F)cc1 (stereo unspecified)	2	-4	-1	1	-11	2	0	110	1.1
CCOC(=O)c1c(N)n(C2CC(C)(C)NC(C)(C)C2)c2nc3ccccc3nc12	-3	-12	-12	1.2	-5	-6	-4	109	1.2
O=C(O)CC(C(=O)O)N1C(=O)/C(=C/c2ccc(-c3nc4ccccc4s3)o2)SC1=S (stereo unspecified)	3	-12	x	x	x	2	-1	x	0.7
COCCNCC(=O)NCC12CC3CC(CC(C3)C1)C2	-8	-9	2	1	21	-3	0	92	1
O=C(CSc1nc2cc(Cl)ccc2o1)c1cccs1	6	0	0	1.2	-5	-4	x	92[fluorescence artefact?]	0.8
CCOC(=O)N1CCN(CC(O)c2ccc3cc[nH]c3c2)CC1 (stereo unspecified)	5	-8	-4	1	-6	0	-3	127	1.5
CC(C)Oc1ccc(C2CC(=O)N(c3ccccc3)C2=O)cc1 (stereo unspecified)	-2	3	13	1.3	-6	-5	-2	107	1.1
CC1=Nn2c(nc(-c3ccccc3)c2-c2ccccc2)N(CC(N)=O)C(=O)C1	-2	-3	-18	1.1	-20	-7	-10	112	1.3
c1ccc(N=C(c2cccs2)N2CCOCC2)cc1	x	x	-7	1.3	-12	x	1	100	x
O=C(CCOc1ccccc1)Nc1ccccc1	6	-6	-7	1.3	-9	6	2	104	0.9
N#Cc1cc2ccccc2nc1SCC(=O)Nc1ccc(S(=O)(=O)N2CCCC2)cc1	-13	10	16[fluorescence artefact?]	1.5	23[fluorescence artefact?]	1	-7	289*[fluorescence artefact?]	1.5
CCOC(=O)c1nn(-c2ccc(F)cc2)c(C)c1C(C)=O	-7	-9	x	x	x	-2	-1	x	0.9
COc1ccc(CNC(=O)COC(=O)c2cc(-c3ccco3)nc3ccccc23)cc1	-11	-1	87*[fluorescence artefact?]	1.5	77*	8	14	53[fluorescence artefact?]	1.4
CCOc1cc(/C=N/NC(N)=O)cc(Br)c1OCC(=O)Nc1ccccc1C	-9	-2	x	x	x	-3	2	x	1.3
COc1cc(C(C[N+](=O)[O-])c2c(-c3ccccc3)cc3ccccn23)cc(OC)c1OC (stereo unspecified)	-9	-6	14[fluorescence artefact?]	1.4	-9	41	-1	100[fluorescence artefact?]	1.5
COc1ccc(C(=O)O)cc1Nc1cc(C)nc2ncnn12	-14	-16	-4	1	0	-1	0	106	0.8
O=C(Nc1nccs1)C1C2/C=C\CCCCC21 (stereo unspecified)	0	4	-24	1.2	-22	-2	4	107[fluorescence artefact?]	0.9
O=[N+]([O-])c1ccc(N2CCCC2)cc1NC(c1ccccc1)c1ccccc1	-20	-1	x	x	x	0	-3	x	0.9
CCn1c(=O)c(-[n+]2ccccc2)c(O)c2ccccc21	-3	-40	-3[fluorescence artefact?]	1	-3	4	0	117	1
Cc1nnc(Oc2ccccc2)c2ccccc12	16	-23	6[fluorescence artefact?]	1.1	-4[fluorescence artefact?]	1	-7	140	0.9
CCNc1oc(-c2cccc3ccccc23)nc1C#N	-5	-10	35[fluorescence artefact?]	1.2	2[fluorescence artefact?]	35	2	116[fluorescence artefact?]	0.9
CCS(=O)(=O)N1CCCC(C(=O)NC2CCCC2)C1 (stereo unspecified)	-2	1	-7	1.2	-7	-1	5	119	1.1
C=CCN=C1CC(C)(C)CC(=O)/C1=C(/O)CCC(=O)OC	0	x	-1	1.2	-6	x	-1	122	0.8
O=C(CSc1nnc(-c2ccccc2)n1Cc1ccco1)Nc1ccc(S(=O)(=O)N2CCCC2)cc1	-5	x	2	1.8	-6	x	-8	90	1

Copied from the list:
N#Cc1cc2ccccc2nc1SCC(=O)Nc1ccc(S(=O)(=O)N2CCCC2)cc1 in MT1-MMP txn act: 1.5
O=C1C2CCCN2C(c2cccc(Br)c2)N1c1ccc(F)cc1 (stereo unspecified) in MT1-MMP txn act: 1
COc1ccc(CNC(=O)COC(=O)c2cc(-c3ccco3)nc3ccccc23)cc1 in Mac1 fbg enh: 8

More compounds follow:
SMILES	E coli WT exp	CD11b adhes inh	ERa SRC1 inh	MT1-MMP txn act	ERb SRC1 inh	Mac1 fbg enh	FAK blocker	ERa SRC1 pot	PLAP act
NC(=O)Cn1c(=O)n(CCCC(=O)NC2CCN(Cc3ccccc3)CC2)c(=O)c2ccccc21	7	-27	2[fluorescence artefact?]	x	2[fluorescence artefact?]	0	0	108	1.6
COc1ccc(CN(C(=O)c2cc3ccccc3oc2=O)C2CCCCC2)cc1OC	x	x	2	1.9	0	x	0	137	x
O=C(CN1CCN(S(=O)(=O)c2ccc(F)cc2)CC1)Nc1ccc(Cl)c(C(F)(F)F)c1	1	x	-1	1	-8	x	5	100	1
COc1cccc(C2(O)CCN(C(=O)C3CC3)CC2)c1	2	11	-3	1.1	-10	-2	-3	110	1
O=C(CSc1nc2ccccc2s1)NNC(=O)Nc1ccc(Cl)c(Cl)c1	-5	9	x	x	x	-2	-1	x	1.3
CCCCc1[nH]c(=O)c(C#N)c2c1CCCC2	1	x	0	1	-6	x	-1	78	1
Cc1ccc(NC(=O)CN2C(=O)COc3ccc(C)cc32)nc1	3	-15	-11	1.1	-10	0	x	140	1
CCOc1cc(C(N)=O)cc(Br)c1OC	x	x	-4	1.1	13	x	0	107	x
COc1cc(C(=S)N2CCOCC2)cc(OC)c1OS(=O)(=O)c1ccc(NC(C)=O)cc1	-2	0	x	x	x	-7	-1	x	1.1
COC(=O)c1c(C(=O)OC)c(-c2ccc(Cl)c(Cl)c2)n2c1CCC2	-7	1	x	x	x	-4	14	x	1.3
Cc1sc2ncn(CC(=O)NCCN3CCOCC3)c(=O)c2c1S(=O)(=O)N1CCC(C)CC1	2	13	9[fluorescence artefact?]	1.2	1[fluorescence artefact?]	-3	0	107	1.8
Cc1cccc(OCC(=O)OCC(=O)c2c(N)n(C)c(=O)n(C)c2=O)c1	-2	x	-4	1.1	2	x	3	59	1.2
COc1ccc2c(c1OC)C(=O)N1c3ccccc3COC21 (stereo unspecified)	-2	-5	-13	1.6	-9	5	-4	93	0.9
Cc1cc(C)c(NC(=O)Cn2cc3c(n2)CCCC3)c(C)c1	-5	-8	99*[fluorescence artefact?]	1.1	-10	-5	x	115	1
COCCNC(=O)C(c1ccccc1)N(CCOC)C(=O)Cn1nnc2ccccc21 (stereo unspecified)	-8	2	-7	1.1	-7	-2	8	108	1.4
O=C(Nc1ccccn1)NC(C(F)(F)F)C(F)(F)F	-2	-3	x	1.1	x	-2	-1	x	1.1
c1ccc(-c2nn3c(Cn4nnc5ccccc54)nnc3s2)nc1	6	-34	85*[fluorescence artefact?]	1.3	50	30	7	27[fluorescence artefact?]	1.3
CCOC(=O)CSc1nnc(-c2cccnc2)n1Cc1ccccc1	-6	7	-20	1.1	-15	-2	1	107	1.1
CCN(CC)c1nc2ccccc2n2cnnc12	-1	-9	1	1	0	0	0	114	1
Cc1ccc(S(=O)(=O)NCc2nc3ccccc3c(=O)n2N)cc1	3	23	0	1	0[fluorescence artefact?]	-1	-1	117	1.1
Cc1ccc(C(c2ccc(C)o2)c2cccc([N+](=O)[O-])c2O)o1	1	17	3	0.9	13	-1	2	76	1.2
COCCN1CN=C(Nc2nc3ccccc3o2)NC1	3	x	-5	1.3	-6	x	-3	92	1.1
Cc1noc(/C=C/N(C)C)c1S(=O)(=O)N1CCCC(C(=O)NCCC2=CCCCC2)C1 (stereo unspecified)	x	x	4	1.1	2	x	1	99	x
Cc1cc(C)n(C(=O)c2cccc(S(=O)(=O)N3CCOCC3)c2)n1	3	-22	9	1	-1	0	-7	75	1

Retrieved one by one from the list above (five):
SMILES	E coli WT exp	CD11b adhes inh	ERa SRC1 inh	MT1-MMP txn act	ERb SRC1 inh	Mac1 fbg enh	FAK blocker	ERa SRC1 pot	PLAP act
O=C(Nc1ccccn1)NC(C(F)(F)F)C(F)(F)F	-2	-3	x	1.1	x	-2	-1	x	1.1
CCN(CC)c1nc2ccccc2n2cnnc12	-1	-9	1	1	0	0	0	114	1
Cc1cc(C)c(NC(=O)Cn2cc3c(n2)CCCC3)c(C)c1	-5	-8	99*[fluorescence artefact?]	1.1	-10	-5	x	115	1
Cc1ccc(C(c2ccc(C)o2)c2cccc([N+](=O)[O-])c2O)o1	1	17	3	0.9	13	-1	2	76	1.2
COCCN1CN=C(Nc2nc3ccccc3o2)NC1	3	x	-5	1.3	-6	x	-3	92	1.1

Following part:
SMILES	E coli WT exp	CD11b adhes inh	ERa SRC1 inh	MT1-MMP txn act	ERb SRC1 inh	Mac1 fbg enh	FAK blocker	ERa SRC1 pot	PLAP act
CCCCNC(=O)C1C2C=CC3(CN(Cc4ccc(C)cc4)C(=O)C13)O2 (stereo unspecified)	-1	x	-10	1.1	-15	x	-4	101	1.2
O=C(CN1CCC(C(O)(c2ccccc2)c2ccccc2)CC1)Nc1ccccc1	8	0	x	x	x	1	0	x	1.4
Cc1ccn2cc(CSc3ccccc3)nc2c1	33	11	-7	0.8	-13	-2	6	105	0.8
O=c1cc(-c2ccccc2)[nH]c2nc3ccccc3n12	-5	25	19	0.5	12	-2	9	119	1.3
CCCSC1=C(C#N)C(c2ccccc2OCC)CC(=O)N1 (stereo unspecified)	4	-2	-16	1.1	-11	1	-2	112	0.8
CNC(=O)/C(C#N)=C/c1ccc(-c2ccc(OC)cc2[N+](=O)[O-])o1	-8	15	x	x	x	32	10	x	0.9
Cc1cc(NC(=O)COC(=O)C2CCN(S(=O)(=O)c3ccc(Cl)cc3)CC2)no1	-4	-16	11	1.1	11	0	5	97	0.9
Cc1ccc(NC(=O)Cn2c(=O)n(Cc3ccco3)c(=O)c3ccccc32)c(C)c1	-7	-28	27[fluorescence artefact?]	1	20[fluorescence artefact?]	7	0	93	1.4
N#CCN1CCC/C1=C\[N+](=O)[O-]	-4	0	0	1.2	4	-3	1	102	0.9
Cc1ccccc1C(NC(N)=O)c1ccccc1 (stereo unspecified)	-5	0	-3[fluorescence artefact?]	1.2	1	1	0	120	1.1
COc1ccc(C(=O)NC(C)c2cc(OC)c(OC)cc2Br)cc1 (stereo unspecified)	3	8	x	x	x	-3	2	x	1
COc1ccc(N2CCN(C(=O)c3ccc4c(c3)OCO4)CC2)cc1	-3	x	1	1.1	-4	x	2	111	1.1
O=C(c1ccccc1)c1nc2ccccc2n(CCCn2c(=O)c(C(=O)c3ccccc3)nc3ccccc32)c1=O	-15	-10	-9	1.2	-5	132*	2	113	1
O=C(Cn1c(NCCCO)nc2ccccc21)c1cccs1	x	x	-5	1.2	-9[fluorescence artefact?]	x	-3	120	x
O=C(CSc1nc2cccnc2n1Cc1ccccc1)NCc1ccco1	1	23	30[fluorescence artefact?]	1.2	21[fluorescence artefact?]	-1	1	90	1.3
CC(=O)N1CCN(Cc2nc3cc(NC(=O)c4ccccc4)ccc3n2C)CC1	3	x	3	1.1	-14	x	-3	110	1.1
Oc1ccc(-c2onc(C(F)(F)F)c2-c2cscn2)c(O)c1	9	-6	0	1	-10	3	1	62	1.1
O=C(C/C=N/OCc1c(Cl)cccc1Cl)c1ccc(Cl)cc1	4	22	x	x	x	-4	2	x	1
COC(=O)c1ccc(NC(=O)C(C)Oc2ccccc2)cc1 (stereo unspecified)	5	13	-5	1.2	2	-4	1	99	0.8
CCN1CCN(C(=O)CN(C)S(=O)(=O)c2ccc(OC)cc2)CC1	3	-4	3	1.2	45	-1	7	90	1.3
CCCCN(C)C(=O)CCC(=O)Nc1ccc2nc(N3CCOCC3)cc(C)c2c1	1	6	x	1.4	x	-3	3	x	1.5
CC(C)Cc1nc2oc3c(NCC4CCCO4)ncnc3c2c2c1CCC2 (stereo unspecified)	1	4	1	1.1	2	-1	0	98	1.5
O=C(COc1ccc2ccc(=O)oc2c1)Nc1ccc2c(c1)OCCO2	-5	x	10	0.9	13	x	-4	121	x
CCN(CC)S(=O)(=O)c1ccc(Cc2ncc(C(F)(F)F)cc2Cl)s1	2	-12	5	1	-9	-3	0	99	1.5
Cc1nn(Cc2ccccc2)c(C)c1C(=O)Nc1ccc(N2CCOCC2)cc1	-1	8	2	1.2	0	0	-2	102	1.1
COCCCN=C(c1ccco1)n1c(=S)nc(-c2ccco2)n(CCCOC)c1=S	4	4	8[fluorescence artefact?]	1.2	12	-1	8	65	1.6

Source: PubChem BioAssay (several laboratories)
